Screening results as filed in PubChem BioAssay.
KB-3-1 tox – kills parental KB-3-1 adenocarcinoma cells; AID 1347075; hit rate 1.4% among 400,000; Potency, µM (series often up to 46.1 µM), inactives show top-dose activity change, negative = cytotoxic, hits mostly cytotoxic; KB-3-1 viability, CellTiter-Glo ATP luminescence, 72 h; note: potency is the fitted concentration of half-maximal effect; % is set by controls: 0 for no effect and ±100 for the full control effect; nearly all actives have a fitted effect of over 60% in size
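Parental KB-3-1 viability, qHTS format: 72 h compound exposure, 37 °C; CellTiter-Glo; media-only wells and DMSO plates as controls; concentration-effect fits on corrected data.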
HT1080NT lethal – kills 2HG-producing HT-1080-NT fibrosarcoma cells; HT-1080-NT fibrosarcoma viability, CellTiter-Glo ATP luminescence, 48 h; Potency, µM (highest dose often 46.1 µM), without a hit: at the top dose activity, negative = less viability, hits mostly cytotoxic; hit rate 1.6% among 360,000; AID 686970;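 note: NT is the 2HG producing partner of a matched IDH1 knockdown line; potency is the fitted concentration of half-maximal effect; 0% = DMSO-treated cells and -100% = media-only wells without cells; nearly all actives have a fitted effect of over 55% in size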
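Viability by CellTiter-Glo luminescence after 48 h compound exposure at 37C of HT-1080-NT cells (750/well, RPMI, 5% FBS). % activity scaled between DMSO wells and medium-only wells, then curve-fitted and categorized by curve class.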
HT1080 IDH1KD tx – kills HT-1080 cells with IDH1 knockdown | hit rate 2% among 360,000 | AID 686971 | HT-1080 IDH1 knockdown viability, ATP luminescence, 48 h | Potency, µM (highest dose often 46.1 µM), for the others: at the highest dose activity, negative = toxicity, most hits filed as cytotoxic;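 note: potency is the fitted concentration of half-maximal effect; 0% = DMSO wells and -100% = cell-free medium wells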
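Cytotoxicity counter-line: IDH1KD HT-1080, 48 h, CellTiter-Glo. Curves classed by r2, magnitude and activity.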
ATXN2 expr inh – reduces ATXN2 reporter expression in HEK-293 cells | HEK-293 ATXN2-luciferase reporter, luminescence, 24 h | Potency, µM (titrated, usually from 57 µM), inactives show top-dose activity change, negative = inhibition, usual class: inhibitors | hit rate 0.72% among 360,000 | AID 1745845; note: potency is the fitted concentration of half-maximal effect; % is set by controls: 0 for no effect and ±100 for the full control effect; nearly all actives have a fitted effect of over 55% in size
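ATXN2-luciferase reporter cells (luciferase flanked by upstream and downstream ATXN2 gene portions) were treated 24 h at 37 °C with compounds at up to 57 uM. SteadyGlo luminescence gave expression; GF-AFC fluorescence gave viability.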
ATXN viability – reduces viability in counter-screen for ATXN expression inhibitors | hit rate 0.49% among 400,000 | AID 651635 | Potency, µM (doses to about 56.7 µM), hits mostly cytotoxic | S2 cells (HEK-293 line with an ATXN2-luciferase reporter) viability, CellTiter-Fluor protease fluorescence, 24 h; note: potency is the fitted concentration of half-maximal effect; nearly all actives have a fitted effect of over 40% in size
IL1B secr inh – inhibitors of inflammasome signaling (IL-1 beta secretion); hit rate 4.7% among 360,000; activity change, % at 57.5 µM; THP-1 LPS/ATP IL-1B secretion, AlphaLISA, 16 h; stronger effect = lower value; in the data active = activity change below about -50%; inconclusive = mostly about -30% to -49%; note: % is set by controls: 0 for no effect and ±100 for the full control effect
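Secreted IL-1B measured by AlphaLISA bead assay after 16 h compound exposure of THP-1 cells; compounds (final up to 57.5 uM) added 1 h before LPS (250 ng/mL) and ATP (1.25 mM) stimulation; lower signal means less secretion.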
SW480 rerep – induces DNA re-replication in SW480 colon adenocarcinoma cells; hit rate 1.8% among 340,000; SW480 DNA re-replication, Hoechst DNA content imaging, 48 h; AID 624297; Potency, µM (highest dose often 46.1 µM), without a hit: at the highest dose re-replication activation, most hits filed as activators; note: potency is the fitted concentration of half-maximal effect; % of control where 0% means no effect; nearly all actives have a fitted effect of over 55% in size
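SW480 cells exposed to compounds for 48 hr at 37 C, 5% CO2, then Hoechst-stained 40 min. Nuclear DNA content imaged by fluorescence scanning (405 nm excitation, 500-530 nm emission); re-replication scored as increased high-intensity nuclei.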
MCF10A rereplic – inducers of DNA re-replication in MCF 10A breast cells. MCF 10A DNA re-replication, Hoechst nuclear intensity, 48 h. Potency, µM (highest dose often 46.1 µM), without a hit: at the top dose activity, positive = re-replication, usual class: activators. hit rate 2.9% among 350,000. AID 624296; note: potency is the fitted concentration of half-maximal effect; % of control where 0% means no effect; nearly all actives have a fitted effect of over 50% in size
HepG2 tox – HepG2 cytotoxicity, counter-screen for TGF-b inhibitors | HepG2 CAGA-GFP viability, ATP luminescence, 18 h | Potency, µM (top dose mostly 46.1 µM), without a hit: at the top dose activity change, negative = cytotoxicity, actives largely listed as cytotoxic | hit rate 0.76% among 410,000 | AID 588856; note: potency is the fitted concentration of half-maximal effect; some results filed as inactive show a strong effect at the top dose
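HepG2 CAGA-GFP cells (1000/well, DMEM with 1% FBS) received compound, then TGF-beta at 500 pg/mL final, and were incubated 18 hours at 37 degrees C. Viability was read by CellTiter-Glo luminescence. Media-only wells were set as complete cell-killing and DMSO as no toxicity.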
The depositor's hits bear a star; i = inactive; ? = inconclusive; nt = no result given; & = joins results of further samples; [ ] = another dose, or the depositor's remark. Unless noted, calls come from the whole dose curve; as a rule, active = well fitted curve in the direction sought with a large enough effect; inconclusive = small, poorly fitted or top-dose-only effect, or another doubt; inactive = no such curve, though single readings can be large; an effect the other way counts as inactive or inconclusive.

molecule	KB-3-1 tox	HT1080NT lethal	HT1080 IDH1KD tx	ATXN2 expr inh	ATXN viability	IL1B secr inh	SW480 rerep	MCF10A rereplic	HepG2 tox
CC(C)NC(=O)c1ccccc1NC(=O)Cc1ccc(Cl)cc1	0%	?	-20%	3%	i	-11	3%	-22%	0%
CCCCN(C(=O)CC1CCCC1)c1c(N)n(CCC)c(=O)[nH]c1=O	-6%	3%	5%	nt	i	12	-11%	2%	-3%
CCCC(C)NC(=O)c1nc(-c2ccccc2)n(-c2ccccc2)n1 (configuration not stated)	7%	5%	7%	28%	i	4	0%	0%	0%
CCC(OC(=O)c1cccs1)C(=O)NCc1ccco1 (configuration not stated)	23%	3%	-2%	-4%	i	-2	-6%	0%	0%
COc1ccccc1NS(=O)(=O)c1cc(NC(=O)c2cccc(S(=O)(=O)N(C)C)c2)ccc1N1CCOCC1	-5%	-1%	-6%	3%	i	-11	?	8%	4%
O=C(CN1C(=O)c2ccccc2C1=O)OCCOCCN=C1NS(=O)(=O)c2ccccc21	-7%	0%	-1%	nt	nt	-14	1%	2%	3%
COc1ccc(-c2c(-c3cc(OC)cc(OC)c3)n(C)c3ccc(-c4ccc(OC)nc4)cc23)cc1	?	0%	11%	-5%	i	-19	0%	?	-8%
COc1ccc([C@H]2CC(=O)C[C@@H](CCn3cc(-c4ccc(F)cc4)nn3)O2)cc1	15%	4%	2%	9%	i	156	nt	nt	nt
CC(C)N(C(=O)[C@H]1C[C@H](CC(=O)NCC23CC4CC(CC(C4)C2)C3)C(=O)N2CCc3c([nH]c4ccc(Cl)cc34)[C@]12C)C(C)C	?	?	?	?	?	-75*	?	5%	-76%
COc1ccc(C(=O)OCC(=O)NC2CCCCCC2)cc1OC	17%	-9%[9.24 µM]	-3%	1%	i	13	-13%	27%	-46%
O=C(Nc1ccccc1)c1ccccc1C(=O)N1CCCCC1	1%	12%	21%	nt	i	?	-11%	0%	-3%
CC(C)NCC(=O)Nc1c2c(nc3ccccc13)CCC2	2%	-8%	-15%	-5%	i	27	-4%	-1%	-1%
Clc1ccc(CSc2nnc(-c3ccncc3)s2)cc1	-6%	0%	16%	-7%	i	-19	-7%[9.22 µM]	-1%	0%
COc1ccc(C(=O)Nc2cc(C(F)(F)F)ccc2-n2cnc3ccccc32)cc1	3%	-15%	-4%	-14%	i	-11	-6%	10%	6%
O=[N+]([O-])c1ccccc1CN1CCN(Cc2ccc3ccccc3c2)CC1	-4%	5%	-11%	nt	i	2	1%	24%	-31%
CC(C)c1ccc(NC(=O)CSC(C)c2nc3ccccc3c(=O)[nH]2)cc1 (configuration not stated)	-5%	-5%	2%	14%	i	1	-6%	-3%	2%
COc1ccc(S(=O)(=O)N2CCN(C(=O)c3c(C)nn(-c4ccccc4)c3Cl)CC2)cc1	-1%	-5%	-7%	-15%	i	-11	20%	?	-30%
COc1ccc(C(=O)Nc2ccc3c(c2)CCCN3C(=O)c2cccs2)c(OC)c1	?	-13%	-16%	?	?	7	-12%	13%	-6%&-28%
Cc1ccc(SCCC(=O)Nc2ccccc2Br)cc1	4%	13%	10%	nt	i	13	2%	0%	3%
COc1ccccc1NC(=O)N1CCCC1C(=O)NCc1ccccc1Cl (configuration not stated)	-1%	0%	2%	nt	i	16	-2%	-1%	0%
CN(C)CCN(Cc1cc2cc3c(cc2[nH]c1=O)OCO3)C(=S)NCC1CCCO1 (configuration not stated)	1%	0%	4%	-19%	nt	1	-1%	4%	2%
Cc1sc2nc(CSC(C)C(=O)Nc3ccc(Cl)cn3)[nH]c(=O)c2c1C (configuration not stated)	5%	-1%	-4%	9%	i	0	-8%	-3%	-8%
Cc1cc(=O)[nH]c(Nc2c(C)n(C)n(-c3ccccc3)c2=O)n1	-5%	-2%	-1%	3%	i	7	-5%	0%	-20%
CCOc1ccc(C(C)NC(=O)C2CCC2)cc1 (configuration not stated)	-5%	5%	12%	1%	i	18	7%	0%	6%
CC1CCC(C(=O)NC(C(=O)NCc2cccnc2)C(C)C)CC1 (configuration not stated)	1%	1%	2%	2%	?	13	-3%	1%	-1%
Cc1ccc(O)c(NS(=O)(=O)c2cccc3nsnc23)c1	18%	-6%	-2%	-18%	i	0	4%	?	-26%
O=C(Nc1cccc(C(F)(F)F)c1)Nc1ccc2[nH]c(=O)[nH]c2c1	22%	3%	-8%	-20%	i	24	4%	1%	-5%
COC(=O)CCC(=O)Nc1ccc(S(=O)(=O)N2CCCCCC2)cc1	3%	-2%	-7%	nt	nt	8	-12%	3%	-9%
CC1(C(=O)NS(=O)(=O)Cc2ccccc2C(F)(F)F)CCN1C(=O)c1ccco1 (configuration not stated)	3%	1%	27%	0%	i	11	nt	nt	6%
O=C(O)c1ccc(-c2ccccc2)[nH]c1=O	-6%	5%	26%	6%	i	-24	-4%	0%	7%
CCC(=O)c1ccc(OCC(=O)OCC(=O)Nc2cccc(S(=O)(=O)N3CCCC3)c2)cc1	-13%	-10%	4%	-8%	i	11	7%	0%	-65%
COc1cc(OC)c(N(C)S(=O)(=O)c2cccc(C(=O)OCC(=O)N(C)C3CCCCC3)c2)cc1Cl	1%	3%	3%	-4%	i	1	3%	12%	-5%
O=C1CCC(=O)N1c1ccc(-c2nc3sc4c(c3c(=O)o2)CCC4)cc1	-1%	0%	5%	-3%	i	36	-36%[inhibitor]	22%	-11%
COC(=O)c1c(C)nc(C)c(C(=O)OC)c1-c1cccs1	8%	-20%	-5%	3%	i	7	-1%	-4%	-5%
O=S(=O)(Cc1ccccc1Cl)CC(O)COc1ccccc1Cl (configuration not stated)	-1%	0%	-26%	4%	i	10	-2%	-47%[inhibitor]	-10%
COCCN(C(=O)c1ccc(OC2CCN(S(=O)(=O)N(C)C)CC2)cc1)C(C)C	-13%	1%	-8%	nt	i	31	-2%	2%	-2%
CC(C)=CCCC(C)CN1CCC(N2CCC(C(=O)N3CCOCC3)CC2)CC1 (configuration not stated)	4%	-4%	-22%	nt	i	-14	-7%	18%	-18%
CCOC(=O)CC1(NC(=O)C2CCC(=O)N(CCc3ccc(OC)cc3)C2)CCCCC1 (configuration not stated)	17%	0%	2%	8%	i	-5	0%	0%	3%
CS(=O)(=O)N1CCN(c2ccccc2NC(=S)NC(=O)c2ccccc2[N+](=O)[O-])CC1	10%	-2%	-16%	-19%	i	43	-2%	1%	-3%
Cc1nc2c(-c3ccccc3)c(C)[nH]n2c(=O)c1Cc1ccccc1	?	-27%	?	-17%	i	84	?	?	-36%
COc1ccc(NC(=O)CN2CCN(c3ccc(F)cc3)CC2)cc1	0%	14%	-1%	-12%	i	3	13%	4%	-8%
COc1ccc(C(=O)C[C@@H]2OC3CCCCC3N2S(=O)(=O)c2ccc(C)cc2)cc1OC (some centres not stated)	10%	0%	-6%	nt	nt	-11	nt	nt	nt
O=C(c1nsc(Cl)c1Cl)N1CCCCC1	12%	-2%[9.24 µM]	5%	-8%	i	-8	-8%	-4%	-1%

Entries listed above shown as hits in IL1B secr inh.
| canonical_smiles | IL1B secr inh | SW480 rerep |
| --- | --- | --- |
| CC(C)N(C(=O)[C@H]1C[C@H](CC(=O)NCC23CC4CC(CC(C4)C2)C3)C(=O)N2CCc3c([nH]c4ccc(Cl)cc34)[C@]12C)C(C)C | -75* | ? |

In the list so far, 9 have a Cl atom:
molecule	KB-3-1 tox	HT1080NT lethal	HT1080 IDH1KD tx	ATXN2 expr inh	ATXN viability	IL1B secr inh	SW480 rerep	MCF10A rereplic	HepG2 tox
CC(C)NC(=O)c1ccccc1NC(=O)Cc1ccc(Cl)cc1	0%	?	-20%	3%	i	-11	3%	-22%	0%
CC(C)N(C(=O)[C@H]1C[C@H](CC(=O)NCC23CC4CC(CC(C4)C2)C3)C(=O)N2CCc3c([nH]c4ccc(Cl)cc34)[C@]12C)C(C)C	?	?	?	?	?	-75*	?	5%	-76%
Clc1ccc(CSc2nnc(-c3ccncc3)s2)cc1	-6%	0%	16%	-7%	i	-19	-7%[9.22 µM]	-1%	0%
COc1ccc(S(=O)(=O)N2CCN(C(=O)c3c(C)nn(-c4ccccc4)c3Cl)CC2)cc1	-1%	-5%	-7%	-15%	i	-11	20%	?	-30%
COc1ccccc1NC(=O)N1CCCC1C(=O)NCc1ccccc1Cl (configuration not stated)	-1%	0%	2%	nt	i	16	-2%	-1%	0%
Cc1sc2nc(CSC(C)C(=O)Nc3ccc(Cl)cn3)[nH]c(=O)c2c1C (configuration not stated)	5%	-1%	-4%	9%	i	0	-8%	-3%	-8%
COc1cc(OC)c(N(C)S(=O)(=O)c2cccc(C(=O)OCC(=O)N(C)C3CCCCC3)c2)cc1Cl	1%	3%	3%	-4%	i	1	3%	12%	-5%
O=S(=O)(Cc1ccccc1Cl)CC(O)COc1ccccc1Cl (configuration not stated)	-1%	0%	-26%	4%	i	10	-2%	-47%[inhibitor]	-10%
O=C(c1nsc(Cl)c1Cl)N1CCCCC1	12%	-2%[9.24 µM]	5%	-8%	i	-8	-8%	-4%	-1%

No enrichment for hits; overall some 8.9% were active at least once.
